Dynein transport = inhibitors of GR-EGFP nuclear translocation, primary screen, dynein cargo transport inhibitor project, imaging, high-content, 3617.4 mouse cells; z-score, hits read low; test concentration mostly 20 µM; stimulated with dexamethasone, 1 µM; active compounds read low; AID 1381, 2008; 220,000 tested, 0.47% active;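 active = plate z-score of nuclear minus cytoplasmic receptor signal below a set negative limit, without overly bright fluorescence or cell loss, cut at about -3.5 in these data, passing the limit was not always enough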;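 note: z-score of nuclear minus cytoplasmic ring GR-EGFP intensity difference per well; some compounds called inactive have numbers as strong as hits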
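medium = tetracycline-free induction medium containing charcoal-stripped FBS | probe or stimulus = dexamethasone, 1.0 µM final | timing = 48 h induction, then 1 h compound, then 30 min agonist, 37 °C | detection = automated 10x imaging of fixed Hoechst-stained cells | read-out basis = nuclear versus cytoplasmic GR-EGFP signal, averaged per well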
M17LAP inhibition = P. falciparum M17LAP inhibitors, primary screen, biochemical, fluorogenic H-Leu-NHMec substrate, 1536-well (AID 1619); recombinant M17LAP, H-Leu-NHMec fluorogenic kinetic assay; higher % means a stronger effect; one-dose inhibition, % at 30 µM; IC50 in µM for titrated hits; 220,000 tested, 0.38% active;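 active = compound inhibiting the enzyme by more than half at any dose during confirmatory dose-response retesting; inconclusive = strong single-dose inhibitors picked by rank but not retested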;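 note: plate controls were full reaction with DMSO carrier for no effect and no enzyme background for full effect; strong numbers were not always called active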
T cell HTS = modulators of CD8 T cell-vesicle binding, primary screen, mouse 2C CD8+ T cells, flow cytometry; 2C CD8+ T cell-vesicle binding; active compounds read low; calls only at 7 µM; 330,000 tested, 0.068% active; AID 2052, 2009;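 active = response, share of CD8 T cells binding vesicles, and their 90th percentile fluorescence all below set limits, cut at about 80% in these data, passing the limit was not always enough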
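material = purified 2C TCR transgenic mouse naive CD8+ T cells | controls = Unloaded micro-vesicles (low), QL9 vesicles with 0.7% DMSO (high) | detection = cytometric PE anti-B7-1 and Alexa647 anti-CD8 signals after 1% paraformaldehyde fixation | incubation = binding step 1.5 h, 37 °C, antibody labelling 20 min, ice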
M1AAP inhibition = P. falciparum M1AAP inhibitors, biochemical, fluorogenic H-Leu-NHMec substrate, 1536-well (AID 1445). Aminopeptidase N (Plasmodium falciparum (isolate 3D7)). recombinant M1AAP, H-Leu-NHMec fluorogenic kinetic assay; higher % means a stronger effect. inhibition, % at 30 µM, or IC50 in µM where a hit was titrated. 220,000 tested, 0.42% active;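 active = primary inhibition above the hit cutoff, then over 50% inhibition at one or more dose response concentrations, cut at about 23% in these data, passing the limit was not always enough; inconclusive = conflicting primary data, or primary hits not chosen for dose response; inactive = low primary inhibition, or under 50% at every dose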;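 note: plate controls were DMSO full reaction for no effect and no enzyme background for full effect; strong numbers were not always called active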
bCat nuc transl = modulators of beta-catenin nuclear translocation, primary screen, imaging, HeLa cells, immunofluorescence, high-content. nuclear translocation activity, % at 5 µM. 190,000 tested, 0.3% active. AID 1665, 2009;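 active = nuclear translocation activity above 50% at 5 µM, with a well cell count of 50 or more; inconclusive = wells under 50 cells across six images, flagged as toxic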;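 note: per-cell ratio of nuclear to cytoplasmic median beta-catenin stain intensity; plate controls were DMSO negative control for no effect and GSK-3 inhibitor IX positive control for full effect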
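Read-out: Nuclear/cytoplasmic beta-catenin signal ratio, % activation | Assay system: Human HeLa cell line | Times: 24 h compound exposure at 37°C, 5% CO2 | Signal: Fluorescence imaging of beta-catenin antibody stain plus DAPI | Dosing: 5 µM primary, 0.02–20 µM confirmation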
MT stabilize HCS = microtubule stabilizers in HeLa cells, primary screen, imaging, high-content imaging. 200,000 tested, 0.83% active. HeLa tubulin immunostaining HCS, 24 h; share of cells brighter than vehicle mean+2SD. % tubulin-high responders, % at 10 µM;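 active = plate Z-score above 3 for both tubulin-high and condensed-nucleus cell shares, with cell loss under 80%, at 10 µM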;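 note: anti alpha tubulin signal scored within the nucleus-defined area of each cell; some results filed as inactive read as strong as hits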
WT yeast gro inh = growth inhibition of WT strain, primary screen, mitochondrial fusion inhibitor project, WT and mutant strains, chemical genetic | inhibition, % at 10 µM | 190,000 tested, 2.1% active | mitochondrial fusion phenotypic screen; in the data active = inhibition above about 58%; tested in S. cerevisiae
Autophagy mod = autophagy modulators in MEF cells, primary screen, imaging, high-content, MEF GFP-LC3. MEF GFP-LC3 puncta imaging; test concentration mostly 10 µM. calls only at 10 µM (by protocol). 190,000 tested, 0.98% active;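 active = percentage of spot-positive cells more than 3 SD above its plate mean, without a fluorescence outlier flag or 80% toxicity; inconclusive = no clear call, values can overlap the other calls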;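 note: spot-positive cell cutoff set from DMSO-treated cells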
Yfh1-off respiration = enhancers of respiration in Yfh1-depleted yeast, dose response, Friedreich's ataxia, plus single-dose screen (AID 1465) | 220,000 tested, 0.074% active | fold induction at 50 µM; hits with a dose series show EC50 in µM | S. cerevisiae Yfh1-off respiration, WST-1 reduction, 72 h; higher fold induction means a stronger effect;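 active = fold induction of absorbance versus untreated yeast above a set limit, then at least 30% activation at any dose in follow-up; inconclusive = repeats straddling the limit, or above it without dose testing; inactive = fold induction below the set limit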;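 note: activators that raise dye reduction in frataxin-depleted yeast; strong numbers were not always called active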
WT yeast gro inh mutant strain = further read-out of WT yeast gro inh, marked with its call; inhibition, %; mitochondrial fusion phenotypic screen, mutant strain inhibition
Dynein transport cytoplasmic EGFP = further read-out of Dynein transport, marked with its call; z-score; measured here: cytoplasmic GR-EGFP intensity; active compounds read high
Dynein transport nuclear GR-EGFP = second read-out of Dynein transport, no call of its own (marks repeat the call); z-score; measured here: nuclear GR-EGFP intensity;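 lower value marks the stronger effect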
Dynein transport cell count = also measured in Dynein transport; calls as there; z-score; measured here: cell count per field
bCat nuc transl cell count 5 µM = also measured in bCat nuc transl; calls as there; cell count; measured here: cell count, cytotoxicity flag
T cell HTS vesicle-bound % = also measured in T cell HTS; calls as there; double positive events, %; measured here: CD8+ vesicle-bound cell fraction;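 binding gate set so that unloaded-vesicle control wells show 10% double positive cells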
MT stabilize HCS Hoechst-high % = further read-out of MT stabilize HCS, marked with its call; % Hoechst-high responders; measured here: nuclear condensation Hoechst responders;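 share of cells brighter than vehicle mean plus two SD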
MT stabilize HCS cytotoxicity % = second read-out of MT stabilize HCS, no call of its own (marks repeat the call); toxicity, %; measured here: cytotoxicity by cell density;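 0% = mean cell density of plate MIN control wells and 100% = no cells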
Autophagy mod cell loss 18 h = second read-out of Autophagy mod, no call of its own (marks repeat the call); toxicity, %; measured here: cell loss, nuclei count;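 cell loss after 18 h compound exposure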
An asterisk follows results filed as active; i = inactive; ? = inconclusive; nt = not tested or not shown; + = active, no number.

SMILES	Dynein transport	Dynein transport cytoplasmic EGFP	Dynein transport nuclear GR-EGFP	Dynein transport cell count	M17LAP inhibition	T cell HTS	T cell HTS vesicle-bound %	M1AAP inhibition	bCat nuc transl	bCat nuc transl cell count 5 µM	MT stabilize HCS	MT stabilize HCS Hoechst-high %	MT stabilize HCS cytotoxicity %	WT yeast gro inh	WT yeast gro inh mutant strain	Autophagy mod	Autophagy mod cell loss 18 h	Yfh1-off respiration
O=C(O)CCn1cc(/C=N/O)c(-c2cccc([N+](=O)[O-])c2)n1	4.3	0.26	5.1	-1.6	5%	i	23	-1%	-0.8	1100	3.0	3.7	5.4	5	7	i	-8	i
CCc1oc2ccccc2c1C(=O)CCN1CCCCC1	1.3	-0.3	0.84	-0.91	-6%	i	34	-3%	-1.6	946	11	1.6	7.6	12	15	i	6	?
COc1ccc(CCNC(=O)CNS(=O)(=O)c2cccs2)cc1OC	-0.29	0.015	-0.29	0.62	-4%	i	34	7%	-1.2	1228	1.4	1.0	4.5	-5	13	i	2	i
Cc1ccccc1C1=Nn2c(nnc2-c2ccco2)SC1	-0.6	-0.22	0.016	0.65	-1%	i	19	0%	0.3	1369	nt	nt	nt	nt	nt	nt	nt	i
O=C(NCc1cc(Br)cc(Br)c1OC(=O)c1ccccc1[N+](=O)[O-])c1ccccc1	0.57	-0.22	0.48	-0.6	7%	i	55	4%	2.7	1041	2.6	3.4	2.1	39	12	i	5	i
O=C(CN(Cc1ccccc1)C(=O)c1ccc2c(c1)OCCO2)NCc1ccc2c(c1)OCO2	-0.89	-0.18	-0.22	0.059	-1%	i	39	6%	-2.4	812	4.0	2.3	9.6	-4	-70	i	-9	i
C=C(C)CN(CC)C(=O)CSc1nc(O)cc(=O)n1C1CCCC1	-0.13	0.23	-0.047	0.33	6%	i	18	0%	-1.5	1140	2.8	3.1	4.0	-2	-15	i	-6	i
O=C(Nc1nc(-c2ccccc2)c(C(=O)c2ccccc2)s1)c1ccc(S(=O)(=O)N2CCCCC2)cc1	-0.26	-0.26	-0.45	-0.25	-9%	i	50	-3%	-0.7	533	3.9	1.7	5.5	-20	-18	i	11	i
CCOc1ccc(CN(C)CC(=O)Nc2ccc3c(c2)CCC3)cc1OC	-0.94	-0.056	-0.5	0.73	5%	i	32	-3%	1.8	1055	2.3	3.1	12	1	-22	i	-5	i
Nc1cc2c(cc1C(=O)c1ccccc1F)OCCO2	1.3	-0.32	1.6	-1.5	6%	i	57	7%	-1.0	985	2.6	2.8	5.2	6	5	i	3	i

Next part, overlapping the part above by two compounds.
SMILES	Dynein transport	Dynein transport cytoplasmic EGFP	Dynein transport nuclear GR-EGFP	Dynein transport cell count	M17LAP inhibition	T cell HTS	T cell HTS vesicle-bound %	M1AAP inhibition	bCat nuc transl	bCat nuc transl cell count 5 µM	MT stabilize HCS	MT stabilize HCS Hoechst-high %	MT stabilize HCS cytotoxicity %	WT yeast gro inh	WT yeast gro inh mutant strain	Autophagy mod	Autophagy mod cell loss 18 h	Yfh1-off respiration
CCOc1ccc(CN(C)CC(=O)Nc2ccc3c(c2)CCC3)cc1OC	-0.94	-0.056	-0.5	0.73	5%	i	32	-3%	1.8	1055	2.3	3.1	12	1	-22	i	-5	i
Nc1cc2c(cc1C(=O)c1ccccc1F)OCCO2	1.3	-0.32	1.6	-1.5	6%	i	57	7%	-1.0	985	2.6	2.8	5.2	6	5	i	3	i
O=C(CSc1nc2ccccc2[nH]1)Nc1ccccc1F	-0.54	0.14	0.048	0.37	-3%	i	41	3%	1.4	1053	0.9	1.8	10	-7	-7	i	-4	i
Cc1nnc(NC(=O)c2ccccc2F)s1	-0.46	-0.24	-0.065	0.44	21%	i	19	14%	nt	nt	3.4	2.9	8.1	3	-1	i	6	i
COc1ccc(Cl)cc1S(=O)(=O)NC1CC(C)(C)NC(C)(C)C1	-0.18	0.23	-0.017	-0.31	-2%	i	38	1%	-3.4	1173	2.2	1.3	6.9	9	2	i	7	i
COc1ccccc1-n1cnnc1SC(C)C(=O)Nc1cccc([N+](=O)[O-])c1 (stereo unspecified)	0.021	-0.26	0.052	-0.39	0%	i	48	3%	-1.0	1039	3.0	2.1	2.5	-9	1	i	13	i
Cc1ccc(NC(=S)NNC(=O)CSc2nnc(-c3ccc(Cl)cc3)n2C2CCCCC2)cc1	-0.029	-0.23	0.015	0.34	-1%	i	44	-14%	1.7	529	2.0	3.5	11	-8	12	i	30	i
O=c1cc(CSc2nnc(Nc3ccccc3)s2)nc2sccn12	-0.1	-0.047	0.63	0.61	24%	i	14	10%	-0.4	1203	2.9	1.7	5.1	2	-46	i	-9	i
CCOc1ccc(NS(=O)(=O)c2ccc(NC(=O)c3cccnc3)c(OC)c2)cc1	-0.96	-0.34	-0.14	1.1	6%	i	47	13%	-3.8	1024	8.1	1.9	7.7	-14	11	i	-10	i
COc1cccc(NC(=O)c2ccccc2-c2nc(-c3cccc(C)c3)no2)c1	2.2	-0.11	1.6	-1.5	3%	i	42	4%	-0.9	1179	3.4	2.3	11	8	-11	i	45	i
Cc1ccc(C(=O)COC(=O)c2ccccc2N2C(=O)C3C4CCC(C4)C3C2=O)cc1C (stereo unspecified)	-1	-0.16	-0.55	1.2	4%	i	30	-19%	-1.2	1479	1.1	1.5	4.5	6	1	i	-1	i
Cn1nnnc1SCC(=O)Nc1cccc([N+](=O)[O-])c1	-0.72	0.62	-0.32	0.71	-3%	i	51	-2%	0.6	1105	3.1	1.7	3.5	0	8	i	0	i
Cc1ccc(-n2c(Cc3ccccc3)n[nH]c2=S)c(C)c1	0.7	-0.21	0.88	-0.54	-4%	i	26	-4%	-3.2	1053	2.0	1.3	6.5	1	13	i	21	i
CCCCn1c(-c2ccccc2)cnc1SCC(=O)NCCc1ccc(OC)c(OC)c1	nt	nt	nt	nt	-4%	i	23	4%	-2.2	1070	2.2	1.1	0.4	19	23	i	2	i
COc1ccc(-c2nnc(OCc3nc4ccccc4n3C)c3ccccc23)cc1	1.9	-0.23	1.4	-1	-6%	i	44	10%	-0.6	1070	4.8	2.2	11	18	-6	i	2	i
Cc1onc(-c2c(Cl)cccc2Cl)c1C(=O)NN1CCCCCC1	0.0051	-0.28	-0.23	0.93	1%	i	28	-3%	-1.0	1089	nt	nt	nt	nt	nt	nt	nt	i
COc1cccc(C(=O)/C=C/c2ccc(SC)cc2)c1	-0.92	2.9	0.54	1	7%	i	8	7%	1.8	1402	2.9	2.5	4.7	-18	7	i	-24	i
CSC(=N/N=C(\N)c1cnccn1)SC	-0.19	-0.021	-0.055	-0.24	9%	i	47	4%	-2.3	530	2.7	3.3	4.6	-7	-11	i	-12	i
CC(C)C(=O)Nc1ccc(C(=O)N2CCN(C(=O)c3ccco3)CC2)cc1	-0.55	-0.27	-0.44	-0.058	6%	nt	nt	-3%	-3.3	1011	3.0	2.1	7.8	9	7	i	-4	i
CCc1cccc(C)c1NC(=O)C1CCN(C(=O)c2ccc([N+](=O)[O-])cc2)CC1	1.5	-0.12	1.3	-1.3	-1%	i	42	1%	0.3	1479	7.2	1.2	3.9	6	-4	i	-26	i
COc1cccc(Cn2cnc3c([N+](=O)[O-])c(C)c(C)cc32)c1	-0.075	-0.36	0.32	-0.033	10%	i	52	4%	-0.3	1089	2.4	2.7	6.5	4	-21	+	-2.0*	i
C=CCn1cnc2c(nnn2-c2ccc(C)c(Cl)c2)c1=O	-0.29	-0.3	-0.16	0.44	-4%	i	62	0%	0.7	842	3.6	1.9	8.2	3	14	i	15	i
COc1cccc(C(=O)Oc2cc(C)[nH]c(=O)c2[N+](=O)[O-])c1	1.7	-0.14	0.87	-1.1	0%	i	40	-1%	0.6	1088	3.7	1.4	2.9	16	-10	i	-6	nt
COc1ccc(C/C(C)=N/NS(=O)(=O)c2ccc(Br)cc2)cc1	-0.8	-0.29	-0.19	0.58	-5%	i	20	-1%	-0.7	1090	4.3	2.0	6.0	13	5	i	10	i
CCN(CC)CCNC(=O)c1cccc(NC(=O)C(=O)c2cc(Br)ccc2NC(C)=O)c1	0.13	-0.27	-0.5	0.92	8%	i	6	2%	-1.0	1010	5.0	3.5	6.3	-11	-7	+	6.8*	i
COCC(=O)N(Cc1cc2cc(OC)ccc2[nH]c1=O)c1ccc(C)cc1	0.12	-0.15	0.023	0.011	1%	i	19	3%	-6.2	947	2.4	0.9	6.0	-3	4	i	0	i

Bioassay records: PubChem, several laboratories
